High-throughput results: PubChem, several laboratories
GALR2 antag = antagonists of human galanin receptor 2 (GALR2); GALR2-expressing cells, antagonist mode; inhibition, % at 4 µM; 140,000 compounds, 0.39% hits; in the data active means inhibition above about 27%;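 further: cells stimulated with galanin 1-16 at roughly its EC80; 0% = agonist challenge control and 100% = basal control without agonist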
Target sequence (O43603 whole entry, looked up): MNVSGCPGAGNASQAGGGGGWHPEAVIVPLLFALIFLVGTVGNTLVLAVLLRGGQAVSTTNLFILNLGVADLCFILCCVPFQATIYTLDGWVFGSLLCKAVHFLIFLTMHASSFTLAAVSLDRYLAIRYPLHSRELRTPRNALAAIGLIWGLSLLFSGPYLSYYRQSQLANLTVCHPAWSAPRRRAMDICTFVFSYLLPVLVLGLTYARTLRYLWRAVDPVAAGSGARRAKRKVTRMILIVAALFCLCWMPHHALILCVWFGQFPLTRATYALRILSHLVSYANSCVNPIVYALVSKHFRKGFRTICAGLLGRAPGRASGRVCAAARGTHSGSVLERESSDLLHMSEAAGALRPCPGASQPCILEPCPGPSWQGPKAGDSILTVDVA
E-sel TNF inh = TNF alpha driven E-selectin expression inhibition. HUVEC TNFa-induced E-selectin immunofluorescence, high content. inhibition, % at 2 µM. 120,000 compounds, 0.71% hits. AID 1246;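 active means inhibition above the batch mean plus 3 SD, and confirmed as a hit on visual image review, cut at about 43% in these data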;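 further: 0% = TNF-stimulated DMSO wells and 100% = unstimulated control wells; not every result past the cut was called active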
NPY Y2 blocker = blocks the human neuropeptide Y Y2 receptor. P49146. NPY-Y2 expressing cells, antagonist mode. inhibition, % at 2.7 µM. 140,000 compounds, 0.99% hits. AID 793; in the data active means inhibition above about 17%;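 further: 0% = vehicle with agonist challenge and 100% = reference antagonist with challenge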
Target sequence (P49146 whole entry, looked up): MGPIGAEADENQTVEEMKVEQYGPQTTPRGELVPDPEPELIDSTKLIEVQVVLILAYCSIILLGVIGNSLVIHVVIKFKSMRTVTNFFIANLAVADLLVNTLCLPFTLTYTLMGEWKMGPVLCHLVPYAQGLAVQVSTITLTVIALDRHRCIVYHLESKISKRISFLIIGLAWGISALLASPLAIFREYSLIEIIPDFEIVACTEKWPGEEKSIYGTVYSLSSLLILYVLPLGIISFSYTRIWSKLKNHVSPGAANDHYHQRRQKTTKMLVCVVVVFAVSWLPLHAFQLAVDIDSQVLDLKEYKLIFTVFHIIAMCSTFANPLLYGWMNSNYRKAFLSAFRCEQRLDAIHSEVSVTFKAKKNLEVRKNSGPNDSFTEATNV
* marks the source's active call; other numbers are inactive results. The list is partial; the hit share may differ from the screen's.

Start of the data: the first two entries (preview)
Screening O=C(Nc1nccs1)c1ccc(NC(=O)C2CC=CCC2C(=O)O)cc1 (stereo not drawn) returned E-sel TNF inh 6.7.
For CCN(CC)CCCNC(=O)Cn1cnc2ccc(S(=O)(=O)N3CCC(C)CC3)cc2c1=O the results were E-sel TNF inh 18.2.

Main list, from the first entry:
Screening O=C(Nc1nccs1)c1ccc(NC(=O)C2CC=CCC2C(=O)O)cc1 (stereo not drawn) returned E-sel TNF inh 6.7.
For CCN(CC)CCCNC(=O)Cn1cnc2ccc(S(=O)(=O)N3CCC(C)CC3)cc2c1=O the results were E-sel TNF inh 18.2.
`Cc1nnc(SCC(=O)N2CCN(C(=O)c3ccco3)CC2)n1-c1ccccc1` gave E-sel TNF inh -21.7.
Screening CC(=O)Nc1ccc(NC(=O)C2CCCN(C(=O)c3ccc(Cl)cc3)C2)cc1 (stereo not drawn) returned E-sel TNF inh 0.2.
`C/C(=N\N=C1\NC(=O)C(CC(=O)Nc2ccc(C)c(Cl)c2)S1)C(C)(C)C` (stereo not drawn) gave E-sel TNF inh 1.4.
Screening COc1ccc(OCCOC(=O)c2[nH]c(C)c(C(C)=O)c2C)cc1 returned E-sel TNF inh -14.4.
Screening CCN(CC)CCCNC(=O)CSc1c2c(nc3cc(Cl)ccc13)CCCC2 returned E-sel TNF inh -25.9.
CCOc1ncccc1C(=O)N1CCN(C(=O)c2ccccc2)CC1 was read as E-sel TNF inh -3.9.
Screening O=C(COc1cccc(Br)c1)N/N=C/C(=O)c1ccccc1 returned E-sel TNF inh -12.7.
For CCOc1ccc(Nc2nc(N)nc(CN3CCN(c4ccccc4F)CC3)n2)cc1 the results were E-sel TNF inh -66.7.
Screening O=c1c([N+](=O)[O-])cccn1Cc1cccc(Cl)c1 returned E-sel TNF inh -18.2.
For O=[N+]([O-])/C=C\c1ccc(N2CCCC2)c(F)c1 the results were E-sel TNF inh 19.7.
`CCC1CCCCN1C(=O)c1sc2ncnc(N(CC)CC)c2c1C` (stereo not drawn) gave E-sel TNF inh 0.9.
CCn1c(SCC(=O)N2CCCC2)nc2ccccc21 was read as E-sel TNF inh -28.2.
C/C=C/C(=O)OCC(=O)Nc1ccccc1Br was read as E-sel TNF inh -22.0.
CCOc1ccccc1NC(=O)Cn1nnc(C(=O)NCCc2ccc(OC)c(OC)c2)c1N was read as E-sel TNF inh -5.7.
Screening CSc1cccc(NC(=S)N2CCC(N(C)C3CCCC3)CC2)c1 returned E-sel TNF inh -11.6.
`Fc1ccc(CSc2ccc3nnc(-c4cccnc4)n3n2)cc1` gave E-sel TNF inh 7.5.
`Cc1nc2ccccc2n1C(=O)N(C)C` gave E-sel TNF inh -26.4.
For Cc1cccc(N=Nc2c(C)[nH]n(C(N)=S)c2=O)c1C the results were E-sel TNF inh -41.2.
`CCOc1ccc(C(C)=O)cc1CSc1nc(C)cc(C)n1` gave E-sel TNF inh -4.0.
`Cc1ccc(NC(=O)CN(C)CC(=O)Nc2cccc(F)c2)cc1S(=O)(=O)N1CCCCCC1` gave E-sel TNF inh 3.3.
Cc1ccc(-c2ccnc3nc(-n4cccc4)nn23)o1 was read as E-sel TNF inh 11.2.
`COC(=O)c1ccc(CNC(=O)COC(=O)C2CC3C=CC2C3)cc1` (stereo not drawn) gave E-sel TNF inh -15.1.
Screening CC(Sc1ccccc1)C(=O)N(CCC#N)Cc1cccnc1 (stereo not drawn) returned E-sel TNF inh 3.0.
Screening CCCNC(=O)c1c(O)c2c([nH]c1=O)CCCC2 returned E-sel TNF inh -10.4.
For COc1ccc(Br)cc1S(=O)(=O)NCCCN1CCOCC1 the results were E-sel TNF inh -18.1.
Screening COc1ccc(-n2c(=O)c3ccccc3n(CC(=O)NCc3ccco3)c2=O)cc1 returned E-sel TNF inh 4.4.
O=C(Nc1ccc(F)cc1)N1CCc2ccccc2C1 was read as E-sel TNF inh -13.9.
`O=C(CN1CCN(C(c2ccccc2)c2ccccc2)CC1)NCc1ccccc1` gave E-sel TNF inh -21.2.
Screening CCOc1ccccc1NC(=S)NCCCn1ccnc1 returned E-sel TNF inh 6.9.
CCCCN1C(=O)/C(=C/C=C2\SCCN2C)SC1=S was read as E-sel TNF inh -8.8.
CCc1nn(C)c(N)c1C was read as E-sel TNF inh 4.4.
Screening Cc1cccc(C)c1NC(=O)N1CCCC1C(=O)Nc1ccc(-n2cnnn2)cc1 (stereo not drawn) returned E-sel TNF inh -14.7.
For C=CCn1c(C)cc(-c2csc(NC)n2)c1C the results were E-sel TNF inh -3.7.
For Cc1ccc(C(=O)N2CCN(c3cnn(C)c(=O)c3Cl)CC2)cc1 the results were E-sel TNF inh -6.8.
For O=C(Nc1nc(-c2cccc3ccccc23)cs1)c1ccc2c(c1)S(=O)(=O)c1ccccc1C2=O the results were E-sel TNF inh -20.8.
`COc1ccc(CNC(=O)C(c2ccco2)N(C(=O)c2ccccn2)c2ccccc2)cc1` (stereo not drawn) gave E-sel TNF inh -6.9.
O=C(N/N=C/C(Br)=C/c1ccccc1)c1cc(-c2ccco2)[nH]n1 was read as E-sel TNF inh -38.5.
O=C(CN1CCNCC1)NCCSc1ccc(Cl)cc1 was read as E-sel TNF inh -49.2.
COCCNC(=O)CCc1nnc(C2(c3ccc(Cl)cc3)CCC2)o1 was read as E-sel TNF inh -18.2.
`O=C(NC1CCS(=O)(=O)C1)c1sc2ccccc2c1Cl` (stereo not drawn) gave E-sel TNF inh -16.0.
Screening CC(C)CC(=O)Nc1nnc(SCC(=O)Nc2ccc(F)cc2)s1 returned E-sel TNF inh -20.4.
`CN1CCN(C(=S)Nc2ccc(Oc3ccccc3)cc2)CC1` gave E-sel TNF inh -27.3.
COc1ccc(CN(CC2CCCO2)C(=O)c2cc3sccc3n2C)c(OC)c1 (stereo not drawn) was read as E-sel TNF inh -26.4.
Screening Cc1cccc(OCCN2C(=O)C(=O)c3cc(C)ccc32)c1 returned E-sel TNF inh -5.5.
N/C(=N\OC(=O)c1cccc([N+](=O)[O-])c1)c1ccccn1 was read as E-sel TNF inh -7.6.
Cc1ccc2nc(-c3cccnc3)c(Nc3ccccc3C)n2c1 was read as E-sel TNF inh -6.7.
For O=c1[nH]c2ccc(S(=O)(=O)NCc3ccccc3)cc2[nH]1 the results were E-sel TNF inh -39.8.
Screening COCCNC(=O)Nc1ccc2nc(-c3ccco3)c(-c3ccco3)nc2c1 returned E-sel TNF inh -12.6.
`C/C(=N\NC(=O)CSc1nc2ccccc2[nH]1)c1ccncc1` gave E-sel TNF inh 21.1.
`CCn1cc(C(=S)N2CCC(C(N)=O)CC2)c2ccccc21` gave E-sel TNF inh -8.9.
For COc1ccc(OCc2nnc(NC(=O)Nc3ccc(F)cc3)s2)cc1 the results were E-sel TNF inh -15.2.
Screening COc1ccc(Cn2c(=O)[nH]c3cc(C(=O)NCCCN4CCCCCC4)ccc3c2=O)cc1 returned E-sel TNF inh -29.9.
For CCOc1cc(NC(=O)CCl)c(OCC)cc1NC(C)=O the results were E-sel TNF inh -22.5.
Screening O=S(=O)(NCc1cccc(C(F)(F)F)c1)NCc1ccccc1F returned E-sel TNF inh -0.1.
Cc1cc(C)c2nc(SCC(=O)NNC(=O)c3ccco3)c(C)cc2c1 was read as E-sel TNF inh -7.9.
COc1ccc(N2CCN(C(=O)Cn3nnc(-c4ccc(N(C)C)cc4)n3)CC2)cc1 was read as E-sel TNF inh 5.0.
`Cc1cc(NC(=O)c2ccc(F)cc2)n(-c2ccccn2)n1` gave E-sel TNF inh -16.1.
CC(NCC(c1ccco1)N1CCCCC1)C(=O)NC1CCCC1 (stereo not drawn) was read as E-sel TNF inh -33.5.

Part of the list above in order of heavy-atom count, rising.
For CCOc1cc(NC(=O)CCl)c(OCC)cc1NC(C)=O the results were E-sel TNF inh -22.5.
`Cc1cc(NC(=O)c2ccc(F)cc2)n(-c2ccccn2)n1` gave E-sel TNF inh -16.1.
`C/C(=N\NC(=O)CSc1nc2ccccc2[nH]1)c1ccncc1` gave E-sel TNF inh 21.1.
CC(NCC(c1ccco1)N1CCCCC1)C(=O)NC1CCCC1 (stereo not drawn) was read as E-sel TNF inh -33.5.
For COc1ccc(OCc2nnc(NC(=O)Nc3ccc(F)cc3)s2)cc1 the results were E-sel TNF inh -15.2.
Screening COCCNC(=O)Nc1ccc2nc(-c3ccco3)c(-c3ccco3)nc2c1 returned E-sel TNF inh -12.6.
Screening COc1ccc(Cn2c(=O)[nH]c3cc(C(=O)NCCCN4CCCCCC4)ccc3c2=O)cc1 returned E-sel TNF inh -29.9.

Continuation:
For COc1ccc(CCNC(=O)c2ccc(Cl)cc2Cl)cc1OC the results were E-sel TNF inh -26.8.
COc1ccc(S(=O)(=O)N2CCCCCC2)cc1C(=O)OCC(=O)Nc1cc(C)on1 was read as E-sel TNF inh -6.9.
CCOC(=O)c1c(NC(=O)CN(C)C2CCN(C)CC2)sc(C(=O)Nc2ccccc2)c1C was read as E-sel TNF inh 34.8.
CC(C)CNc1nc(S(=O)(=O)c2ccccc2)c(Cl)s1 was read as E-sel TNF inh 12.8.
CCn1c(SCc2nc3ccccc3c(=O)[nH]2)nnc1C(C)NC(=O)c1ccccc1F (stereo not drawn) was read as E-sel TNF inh -7.9.
`N#CC(C#N)=Cc1ccc(OCC(=O)N2CCOCC2)cc1` gave E-sel TNF inh 20.3.
CC1CC1C(=O)OCC(=O)c1c(N)n(C)c(=O)n(C)c1=O (stereo not drawn) was read as E-sel TNF inh -40.1.
O/N=C/c1cc(Br)ccc1OCc1ccccc1F was read as GALR2 antag -11.7 and NPY Y2 blocker 10.8.
`Cc1cc([N+](=O)[O-])c(NC2CCCCC2)c([N+](=O)[O-])c1` gave GALR2 antag -13.1 and NPY Y2 blocker 1.1.
For CCOC(=O)c1sc(NC(=O)c2noc3c2CCCC3)c(C(=O)OCC)c1C the results were GALR2 antag 2.4 and NPY Y2 blocker -1.5.
C/C(=C\C(=O)c1ccccc1)Nc1ccc(Cl)c(Br)c1 was read as GALR2 antag -4.9 and NPY Y2 blocker 5.2.
CCOC(=O)CN1C(=O)S/C(=C/c2cc(C)n(C)c2C)C1=O was read as GALR2 antag -11.3 and NPY Y2 blocker 1.7.
Screening CCCCOc1ccccc1C1NC(=O)NC(C)=C1C(=O)OCCOC (stereo not drawn) returned GALR2 antag 6.2 and NPY Y2 blocker 0.0.
Screening Cc1ccn2c(C(=O)N/N=C\c3ccccc3[N+](=O)[O-])c(C)nc2c1 returned GALR2 antag 1.9 and NPY Y2 blocker 0.2.
For COc1ccc(Cl)cc1S(=O)(=O)N1CCCC(C(=O)NCC(N)=O)C1 (stereo not drawn) the results were GALR2 antag 3.0 and NPY Y2 blocker 2.2.
CCN(CC)C(=O)C1CCCc2c1[nH]c1ccc(Cl)cc21 (stereo not drawn) was read as GALR2 antag 11.8 and NPY Y2 blocker -1.4.
CCOC(=O)N1CCC(Nc2nc3ccccc3n3cnnc23)CC1 was read as GALR2 antag -4.1 and NPY Y2 blocker 1.7.
Cc1ccccc1-c1nc(CN2CCC(C(=O)NC3CCN(Cc4ccccc4)CC3)CC2)c(C)o1 was read as GALR2 antag -0.3 and NPY Y2 blocker 16.8.
`CCCOc1ccc(C(=O)Nc2ccccc2[N+](=O)[O-])cc1` gave GALR2 antag 1.1 and NPY Y2 blocker 8.0.
`Cn1c(=O)c2c(SC3CCCC3)nc(CC(C)(C)C)nc2n(C)c1=O` gave GALR2 antag 4.0 and NPY Y2 blocker 3.0.
For CNC(=O)N(O)C1N(NC(=O)Nc2ccccc2)C(=S)SC1(C)C (stereo not drawn) the results were GALR2 antag 5.3 and NPY Y2 blocker 6.4.
`Cc1ccc(NC(=S)NCCc2ccc(S(N)(=O)=O)cc2)c(C)c1` gave GALR2 antag -4.7 and NPY Y2 blocker -1.3.
Cc1csc2ncc(C(=O)N3CCc4ccccc43)c(=O)n12 was read as GALR2 antag 1.9 and NPY Y2 blocker 0.3.
For COc1ccc(C2CC(c3cccs3)=NN2S(=O)(=O)c2ccc(C)cc2)cc1 (stereo not drawn) the results were GALR2 antag -4.8 and NPY Y2 blocker 2.5.
CCN(CC)C(=S)SCC(=O)Nc1cccc(C(F)(F)F)c1 was read as GALR2 antag -2.8 and NPY Y2 blocker 4.2.
`Cc1cccc(Nc2nc(N)nc(CN3CCN(c4ccccc4F)CC3)n2)c1` gave GALR2 antag -1.0 and NPY Y2 blocker 2.9.
COC(=O)c1cc(C#N)c(Oc2ccccc2)nc1C was read as GALR2 antag 1.4 and NPY Y2 blocker -1.3.
CCNC(=S)NCc1ccc(Cl)cc1 was read as GALR2 antag 0.3 and NPY Y2 blocker 2.1.
For Cc1ccc(C(=O)COC(=O)CSc2cccc3cccnc23)c(C)c1 the results were GALR2 antag 3.2 and NPY Y2 blocker 7.3.
For O=C(Nc1ccc(OCC(F)(F)C(F)F)c(C(F)(F)F)c1)c1ccc(Cl)cc1 the results were GALR2 antag 13.4 and NPY Y2 blocker 1.4.
`CNC(=S)N/N=C/c1ccc(C(C)C)cc1` gave GALR2 antag 7.3 and NPY Y2 blocker 2.5.
For CCCCc1nc2ccccc2n2cc3c(=O)n(C)c(=O)n(C)c3c12 the results were GALR2 antag -1.4 and NPY Y2 blocker 0.1.
Screening Cc1c(NC(=O)c2noc3c2CCc2ccccc2-3)c(=O)n(-c2ccccc2)n1C returned GALR2 antag 7.5 and NPY Y2 blocker 6.7.
Screening Cn1c(=O)c2ncn(CC(=O)Nc3ccc4oc(-c5cccc6ccccc56)nc4c3)c2n(C)c1=O returned GALR2 antag 2.4 and NPY Y2 blocker 2.5.
Screening Cc1ccc(C)c(NC(=S)NCCc2ccc(S(N)(=O)=O)cc2)c1 returned GALR2 antag 5.6 and NPY Y2 blocker 0.3.
`CCNC(=S)Nc1ccc(Oc2ccccc2)cc1` gave GALR2 antag -3.6 and NPY Y2 blocker -1.2.
For Cc1c(Cl)cccc1NC(=S)NCc1ccccc1 the results were GALR2 antag 0.0 and NPY Y2 blocker -0.1.
